# Compound activity as filed in PubChem.
# Bcl-B displacement: displacers of TR3 peptide from Bcl-B, primary screen, selectivity assay for Bfl-1 inhibitor project, biochemical, fluorescence polarization; FP displacement of FITC-TR3 peptide from Bcl-B; higher % means a stronger effect; displacement, % at 20 µM, or IC50 in µM where a hit was titrated; 0.11% of 96,000 active;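 active = displacement above 50% at 20 µM plus a fluorescence interference ratio under 1.5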;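 also: plate controls were wells without compound for no effect and wells lacking Bcl-B protein for full effect; a part of the inactive calls stands beside numbers as strong as those of hits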
# IL1B NFkB inh: inhibitors of IL-1B driven NFkB p65 nuclear import, primary screen, imaging, HUVEC, IL-1B stimulus, high-content imaging. 0.43% of 94,000 active. inhibition, % at 2 µM. HUVEC IL-1B NFkB p65 nuclear translocation imaging;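 active = inhibition above about 30% together with a positive call from visual inspection of the well image, limit read from the data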;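 also: nuclear over cytoplasmic p65 intensity ratio measured by imaging; 0% = IL-1B stimulated DMSO wells and 100% = unstimulated DMSO wells; values of inactives mirror those of a sister screen read the other way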
# PLAP inhibition: PLAP enzyme inhibitors, biochemical, luminescence, HTS (AID 690). purified PLAP, luminescent substrate; higher % means a stronger effect. inhibition, % at 20 µM; hits with a dose series show IC50 in µM. 0.08% of 96,000 active; in the data active = a potency from the dose series; inactive = the rest, 99 in 100 with inhibition below about 30%; also: strong numbers were not always called active
# IL1B NFkB pot: enhancers of NFkB p65 translocation in HUVEC – imaging, IL-1B stimulus, high-content imaging, primary screen. HUVEC IL-1B NFkB p65 nuclear translocation imaging. activation, % at 2 µM. 0.3% of 94,000 active;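 active = activation above 40%, about the mean plus 3 SD, also judged a hit on visual image review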;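 also: percent activation is computed from the nuclear over cytoplasmic p65 intensity ratio; values of inactives mirror those of a sister screen read the other way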
# MRP resist rev: reversal of MRP1-mediated doxorubicin resistance, primary screen, H69AR cells, doxorubicin co-treatment. 0.04% of 85,000 active. differential viability (reversal), % at 10 µM. H69AR cells + 2 uM doxorubicin, CellTiter-Glo, 72 h. AID 602, 2007;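 active = viability drop by adding the cancer drug above about 55%, with treated viability meeting a 40% cutoff, limit read from the data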;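 also: viability without doxorubicin minus viability with 2 µM doxorubicin for each compound; larger differential means the compound sensitizes cells more to doxorubicin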
# MRP resist rev cytotoxicity: second read-out of MRP resist rev, no call of its own (marks repeat the call); viability, %; H69AR cells, CellTiter-Glo, 72 h; measured here: cytotoxicity without doxorubicin
# MRP resist rev with doxorubicin: further read-out of MRP resist rev, marked with its call; viability, %; measured here: viability with 2 uM doxorubicin; stronger effect = lower value
# IL1B NFkB inh cell count 2 µM: further read-out of IL1B NFkB inh, marked with its call; cell count; measured here: cells passing quality filter;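 raw number of nuclei counted in each imaged well without normalization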
# IL1B NFkB pot cell count 2 µM: also measured in IL1B NFkB pot; calls as there; cell count; measured here: cells passing quality filter
# Starred values were filed as active, the others as inactive; · = no result given. Some of the compounds tested; the hit share may differ from the screen's.
# Every second line gives: Bcl-B displacement, IL1B NFkB inh, IL1B NFkB inh cell count 2 µM, PLAP inhibition, IL1B NFkB pot, IL1B NFkB pot cell count 2 µM, MRP resist rev, MRP resist rev cytotoxicity, MRP resist rev with doxorubicin
Brc1ccc(Cn2c(-c3cncs3)nc3ccccc32)cc1
 : ·, 1, 141, ·, -1, 141, 6, 78, 72
O=C(O)CC1NC(=O)N(c2ccccc2)C1=O (configuration not stated)
 : 4%, -5, 110, -13%, 5, 110, 4, 87, 83
COc1ccc(-c2nc3ccccc3[nH]2)cc1
 : -10%, 5, 174, 30%, -5, 174, -5, 45, 51
Cc1noc(/C=C/N(C)C)c1S(=O)(=O)N1CCC(C(=O)O)CC1
 : -1%, ·, ·, -13%, ·, ·, -11, 103, 114
OC(CNC1CCCCC1)CN1CCN(CC(O)CNC2CCCCC2)CC1 (configuration not stated)
 : -7%, ·, ·, -4%, ·, ·, 5, 109, 104
O=C(N/N=C/C=C/c1ccco1)C(O)c1ccccc1 (configuration not stated)
 : ·, 1, 147, ·, -1, 147, ·, ·, ·
Cc1ccc(SC(C)C(=O)Nc2ccncc2)cc1 (configuration not stated)
 : 0%, 2, 163, 7%, -2, 163, 6, 91, 85
CCC(C)NC(=O)CSc1nc2c(sc3ccccc32)c(=O)n1CCCN1CCOCC1 (configuration not stated)
 : -8%, 2, 137, -66%, -2, 137, 9, 65, 56
COc1ccc2c(C(=O)CN3CCN(c4ccccc4)CC3)c[nH]c2c1
 : -87%, -16, 162, 12%, 16, 162, -6, 90, 96
CCOC(=O)Cc1csc(NC(=O)c2ccc(Cl)nc2)n1
 : -96%, 10, 156, -2%, -10, 156, -42, 29, 71
Cc1noc(/C=C/c2ccc(-c3ccccc3Cl)o2)c1[N+](=O)[O-]
 : 89%, -28, 66, -15%, 28, 66, 1, 51, 50
O=C(O)c1cccc(NS(=O)(=O)/C=C/c2ccccc2)c1
 : 5%, -15, 162, 5%, 15, 162, ·, ·, ·
CCCCC(=O)Nc1sc2c(c1C(=O)OCC)CCC(C=O)=C2Cl
 : -17%, 88*, 42*, -4%, -88, 42, ·, ·, ·
CCN(CC)c1ccc2cc(C=O)c(=O)oc2c1
 : -42%, -72, 69, 34%, 72*, 69*, -1, 80, 81
Cc1cccc(/C=N/NC(=O)C(C)Nc2cccc3ccccc23)n1 (configuration not stated)
 : 16%, -3, 72, -260%, 3, 72, -3, 79, 81
CC1SC(c2ccc(Cl)cc2Cl)NC1=O (configuration not stated)
 : ·, -3, 119, ·, 3, 119, 2, 92, 90
CS(=O)(=O)N1CCN(c2ccccc2NC(=O)Cc2ccccc2)CC1
 : -7%, 13, 100, 10%, -13, 100, 23, 97, 74
CCN1C(=O)c2cccc3c(NC(=O)C(C)(C)C)ccc1c23
 : -9%, 5, 188, 16%, -5, 188, 3, 86, 83
O=C(Cn1c(=O)sc2ccccc21)NCc1ccco1
 : -1%, 2, 150, 3%, -1, 150, 11, 102, 91
COc1ccc(N2C(N)=NC(N)=NC23CCCC3)cc1
 : 4%, 4, 154, 12%, -4, 154, -10, 91, 101

# Reprinted at random: seven records from the list.
# Every second line gives: Bcl-B displacement, IL1B NFkB inh, IL1B NFkB inh cell count 2 µM, PLAP inhibition, IL1B NFkB pot, IL1B NFkB pot cell count 2 µM, MRP resist rev, MRP resist rev cytotoxicity, MRP resist rev with doxorubicin
Cc1ccc(SC(C)C(=O)Nc2ccncc2)cc1 (configuration not stated)
 : 0%, 2, 163, 7%, -2, 163, 6, 91, 85
CCC(C)NC(=O)CSc1nc2c(sc3ccccc32)c(=O)n1CCCN1CCOCC1 (configuration not stated)
 : -8%, 2, 137, -66%, -2, 137, 9, 65, 56
CCN1C(=O)c2cccc3c(NC(=O)C(C)(C)C)ccc1c23
 : -9%, 5, 188, 16%, -5, 188, 3, 86, 83
Brc1ccc(Cn2c(-c3cncs3)nc3ccccc32)cc1
 : ·, 1, 141, ·, -1, 141, 6, 78, 72
Cc1cccc(/C=N/NC(=O)C(C)Nc2cccc3ccccc23)n1 (configuration not stated)
 : 16%, -3, 72, -260%, 3, 72, -3, 79, 81
O=C(O)c1cccc(NS(=O)(=O)/C=C/c2ccccc2)c1
 : 5%, -15, 162, 5%, 15, 162, ·, ·, ·
CS(=O)(=O)N1CCN(c2ccccc2NC(=O)Cc2ccccc2)CC1
 : -7%, 13, 100, 10%, -13, 100, 23, 97, 74

# Further entries.
# Every second line gives: Bcl-B displacement, IL1B NFkB inh, IL1B NFkB inh cell count 2 µM, PLAP inhibition, IL1B NFkB pot, IL1B NFkB pot cell count 2 µM, MRP resist rev, MRP resist rev cytotoxicity, MRP resist rev with doxorubicin
CC(Oc1ccc(Cl)cc1Cl)C(=O)Nc1cccnc1 (configuration not stated)
 : ·, -9, 82, ·, 9, 82, 20, 95, 75
CCCCOc1ccc(N2C(=O)CC(N(O)c3ccccc3)C2=O)cc1 (configuration not stated)
 : -7%, -22, 123, -5%, 22, 123, -14, 69, 84
CCNC(=S)N1CCN(CCN=CC2=C(O)CC(c3cccs3)CC2=O)CC1 (configuration not stated)
 : -2%, -21, 152, 1%, 21, 152, 0, 93, 94
CCOC(=O)C(Sc1ncn[nH]1)c1ccccc1 (configuration not stated)
 : -4%, -4, 163, -69%, 4, 163, -1, 98, 98
CCCN(CCC)C(=O)CP(=O)(c1ccccc1)c1ccccc1
 : -6%, -21, 48, 13%, 21, 48, 4, 88, 85
O=c1[nH]c(=O)n(Cc2ccccc2)c2c1CCC2
 : 8%, 9, 200, 3%, -9, 200, 6, 99, 93
Cc1ccc(-n2cc(-c3ccccc3)[nH]c2=O)cc1F
 : -10%, ·, ·, -5%, ·, ·, -13, 95, 108
Cc1onc(-c2ccccc2Cl)c1C(=O)N/N=C(\N)COc1ccc(Cl)cc1
 : 2%, -10, 97, -33%, 10, 97, ·, ·, ·
CCn1cc(/C=C/C(=O)NCc2c(C)nn(C)c2C)cn1
 : -11%, -1, 172, 0%, 1, 172, ·, ·, ·
Cn1c(=O)c2[nH]c(NCC3CCCO3)nc2n(-c2ccccc2)c1=O (configuration not stated)
 : -2%, -11, 138, -6%, 11, 138, 18, 99, 81
O=c1oc2cc(OCc3nn[nH]n3)ccc2c2c1CCCC2
 : 26%, 8, 89, -32%, -8, 89, -5, 78, 83
COc1ccccc1-c1cc(C(=O)N/N=C/c2ccc(C)s2)c2ccccc2n1
 : -39%, -16, 136, -77%, 16, 136, ·, ·, ·
COc1ccccc1N(C(=O)c1snc(C(N)=O)c1N)C(C(=O)NCCC(C)C)c1ccco1 (configuration not stated)
 : 4%, -15, 143, 12%, 15, 143, 7, 95, 88
Cc1ccccc1N1CCN(CCCN2C(=O)CC(=C(c3ccccc3)c3ccccc3)C2=O)CC1
 : -10%, -1, 131, -38%, 1, 131, ·, ·, ·
O=C(CSc1nnc([C@@H]2CCCN2)o1)c1ccc(Cl)cc1
 : -6%, -33, 132, -72%, 33, 132, 13, 93, 81
COc1ccc(S(=O)(=O)N2CCCC2C(=O)Nc2ccc(O)cc2)cc1 (configuration not stated)
 : -5%, ·, ·, -9%, ·, ·, -7, 89, 96
CCOc1ccc(C(=O)NC2CCN(S(C)(=O)=O)CC2)cc1
 : 19%, -3, 95, 20%, 3, 95, 9, 106, 96
CC1CCCN(C(=O)Nc2cccc(NC(=O)N3CCCC(C)C3C)c2)C1C (configuration not stated)
 : 1%, 2, 132, -53%, -2, 132, 6, 75, 69
C=CCn1c(SCC(=O)NC2CCCC2)nc2scc(-c3ccco3)c2c1=O
 : 30%, 6, 163, -31%, -6, 163, 19, 51, 32
COc1cccc(-c2nc(CS(=O)(=O)CC(=O)N3CCN(c4ccccn4)CC3)c(C)o2)c1
 : 0%, ·, ·, -51%, ·, ·, -7, 79, 86
Cc1noc(/C=C/N(C)C)c1S(=O)(=O)N1CCc2ccccc21
 : 1%, -23, 61, -12%, 23, 61, -6, 78, 84
Cc1c(Br)cc(C(=O)OC2CCN(C)CC2)c(C)c1C
 : 4%, 8, 146, -36%, -8, 146, -12, 4, 16
O=C(O)CCC(=O)NNC(=O)CCC(=O)NCc1ccccc1
 : -20%, -1, 154, -4%, 1, 154, ·, ·, ·
COC(=O)c1ccccc1NC(=O)Cn1c(SC)c(F)cnc1=O
 : -7%, -11, 116, -36%, 11, 116, 9, 101, 92
CCOC(=O)c1c(C)oc2ccc(O)c(CN(C)C)c12
 : -3%, 3, 172, 22%, -3, 172, ·, ·, ·
CC(O)CNC(=O)c1ccc(-c2nn(C)c(=O)c3ccccc23)cc1 (configuration not stated)
 : -1%, -16, 181, 0%, 15, 181, 22, 89, 67
CS(=O)(=O)N1CCN(c2ccccc2NC(=O)c2ccc(Cl)cc2)CC1
 : 1%, -22, 143, -12%, 22, 143, 4, 76, 72
CC1CCCCN1C(=O)CSc1nnc(-c2ccco2)n1CC1CCCO1 (configuration not stated)
 : -3%, ·, ·, -16%, ·, ·, ·, ·, ·
Cc1cc2cc3c(cc2nc1SCC(=O)N1CCN(C(=O)c2ccco2)CC1)OCO3
 : 2%, 12, 109, -46%, -12, 109, -9, 52, 61
Cc1ccccc1C(=O)N1CCC(C(=O)Nc2ccc(S(=O)(=O)N3CCCC3)cc2)CC1
 : 4%, -8, 146, -78%, 8, 146, 0, 92, 92
O=C(O)CCC(=O)Nc1ccccc1C(=O)NCc1ccco1
 : ·, 4, 118, ·, -4, 118, -9, 86, 95
COCC(C)n1c(C)cc(C(=O)COC(=O)c2ccc3ncsc3c2)c1C (configuration not stated)
 : -9%, 0, 126, -60%, 0, 126, 8, 92, 84
Cc1cnc(NC(=O)CCCc2nc3ccccc3s2)s1
 : 0%, -18, 161, -17%, 18, 161, -14, 71, 86
CC1(C)CC(=O)C(/C=N/n2cnc3ccccc3c2=O)=C(O)C1
 : -9%, 1, 145, -4%, -1, 145, 5, 95, 89
O=C(c1cccs1)N1N=C(c2ccccc2)CC1c1ccccc1 (configuration not stated)
 : 4%, -5, 97, -20%, 5, 97, ·, ·, ·
Cn1c(=O)oc2cc(S(=O)(=O)NCCC(=O)Nc3ccc4c(c3)OCCO4)ccc21
 : 6%, ·, ·, -3%, ·, ·, -15, 89, 105
COc1ccc(C)cc1NC(=O)CSc1nnnn1Cc1ccccc1
 : 0%, -17, 110, 16%, 17, 110, -4, 80, 84
CC1(C)CC(NC(=O)CCc2ccccc2)CC(C)(C)N1
 : -4%, ·, ·, 7%, ·, ·, 7, 101, 94
COC(=O)C1C(O)=C(C=Nc2ccc(N)cc2)C(=O)CC1(C)C (configuration not stated)
 : 1%, 4, 196, 2%, -4, 196, ·, ·, ·
O=C(CN1CCN(c2ccccc2)CC1)N1N=CCC1c1ccccc1 (configuration not stated)
 : -2%, 6, 116, -15%, -6, 116, ·, ·, ·
COc1c(C)cccc1C(=O)Nc1ccc(CN2CCOCC2)cc1
 : -1%, -8, 151, -42%, 8, 151, -2, 101, 103
Cn1c(=O)n(CC(=O)O)c(=O)c2c1nc1n2CCS1
 : -8%, 0, 111, -12%, 0, 111, -6, 101, 108

# Complete entries, quoted from the list. Screens in order: Bcl-B displacement, IL1B NFkB inh, IL1B NFkB inh cell count 2 µM, PLAP inhibition, IL1B NFkB pot, IL1B NFkB pot cell count 2 µM, MRP resist rev, MRP resist rev cytotoxicity, MRP resist rev with doxorubicin
# CC1(C)CC(=O)C(/C=N/n2cnc3ccccc3c2=O)=C(O)C1 as listed: -9%, 1, 145, -4%, -1, 145, 5, 95, 89
# CCOC(=O)c1c(C)oc2ccc(O)c(CN(C)C)c12 as listed: -3%, 3, 172, 22%, -3, 172, ·, ·, ·
# CS(=O)(=O)N1CCN(c2ccccc2NC(=O)c2ccc(Cl)cc2)CC1 as listed: 1%, -22, 143, -12%, 22, 143, 4, 76, 72
# O=C(CN1CCN(c2ccccc2)CC1)N1N=CCC1c1ccccc1 (configuration not stated) as listed: -2%, 6, 116, -15%, -6, 116, ·, ·, ·
